KOR beta-arrestin-1 = KOR agonists, beta-arrestin recruitment, primary screen, cell-based, luminescence, uHTS (AID 1777) | KOR beta-arrestin recruitment, luminescence; higher % means a stronger effect | one-dose activation, % at 10 µM; EC50 in µM for titrated hits | actives 0.02% (n = 280,000); in the data active = activation above about 50%, passing the limit was not always enough; note: a part of the inactive calls stands beside numbers as strong as those of hits
human PMI inhibition = inhibitors of human PMI, primary screen, biochemical, fluorescence intensity, coupled assay (AID 1209). one-dose inhibition, % at 20 µM; IC50 in µM for titrated hits. actives 0.42% (n = 190,000). purified PMI enzyme, coupled fluorescence intensity; higher % means a stronger effect;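 note: plate controls were DMSO vehicle for no effect and wells lacking substrate for full effect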
KOR beta-arrestin-2 = KOR antagonists, beta-arrestin recruitment, cell-based, luminescence, uHTS (AID 1778). inhibition, % at 10 µM, or IC50 in µM where a hit was titrated. actives 0.091% (n = 290,000). KOR beta-arrestin recruitment, luminescence, antagonist mode; higher % means a stronger effect; note: strong numbers were not always called active
NOD2 inhibition = NOD2 signaling inhibitors, cell-based, luminescence, uHTS, HEK293 (AID 1566); HEK293 NOD2/NF-kB luciferase reporter, luminescence; higher % means a stronger effect; actives 0.63% (n = 290,000); inhibition, % at 4 µM; hits with a dose series show EC50 in µM; note: many of its hits are not listed in these tables
NOD1 NF-kB reporter = inhibition of NOD1-driven NF-kB reporter – cell-based, luminescence, uHTS, primary screen (AID 1578). NOD1-driven NF-kB luciferase reporter cells, luminescence; higher % means a stronger effect. inhibition, % at 4 µM; hits with a dose series show EC50 in µM. actives 1% (n = 290,000); in the data active = inhibition mostly above about 36%, no sharp cut-off; inactive = mostly below about 34%;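 note: HEK-293T reporter cells stimulated with the NOD1 agonist gamma-tri-DAP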
human PMI inhibitors = MPI inhibition at elevated mannose 6-phosphate – biochemical, fluorescence intensity, high mannose 6-phosphate, primary screen (AID 1220) | one-dose inhibition, % at 20 µM; IC50 in µM for titrated hits | recombinant PMI enzyme, coupled fluorescence intensity; higher % means a stronger effect | actives 0.66% (n = 190,000)
XIAP antagonists = XIAP antagonists, biochemical, IAP family, fluorescence polarization (AID 1018); XIAP BIR domain, fluorescence polarization peptide displacement; higher % means a stronger effect; displacement, % at 20 µM, or IC50 in µM where a hit was titrated; actives 0.007% (n = 200,000); in the data active = displacement above about 50%; note: a part of the inactive calls stands beside numbers as strong as those of hits
LYP phosphatase = PTPN22 lymphoid phosphatase activity blockers – biochemical, fluorescence intensity, uHTS (AID 1779). recombinant LYP phosphatase, fluorescence intensity; higher % means a stronger effect. actives 0.054% (n = 290,000). one-dose inhibition, % at 11.5 µM; IC50 in µM for titrated hits;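 note: plate controls were vehicle with enzyme for no effect and no enzyme for full effect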
TNAP activation fold = human TNAP enzyme activators, primary screen, biochemical, luminescent, no phosphate acceptor, uHTS (AID 1001); activation fold at 20 µM; hits with a dose series show EC50 in µM; purified TNAP, luminescent activation assay, no phosphate acceptor; higher activation fold means a stronger effect; actives 0.03% (n = 200,000); in the data active = activation fold from about 3, or a potency from the dose series; inactive = the rest, 99 in 100 with activation fold below about 1.6; note: many of its hits are not listed in these tables
* = called active by the depositor; [ ] = remark or other dose. Cut-off read from the data, not from the text of the source, unless noted: active = inhibition above about 50%; inactive = the rest. These rows are one share of the data, so the mix of outcomes need not match the whole.

For Cc1ccc(S(=O)(=O)Nc2ccsc2C#N)cc1 the results were KOR beta-arrestin-1 -0.6%, KOR beta-arrestin-2 11%, NOD2 inhibition 7%, NOD1 NF-kB reporter -3% and LYP phosphatase -1%.
CC1=C(C(=O)Nc2ccccc2C)C(c2ccc(C)o2)NC(=S)N1 (configuration not stated) was read as KOR beta-arrestin-1 0.5%, human PMI inhibition 26%, KOR beta-arrestin-2 13%, NOD2 inhibition 9%, NOD1 NF-kB reporter 0%, human PMI inhibitors 10%, XIAP antagonists -17%, LYP phosphatase -6% and TNAP activation fold 0.9.
Screening N#CCCN1CCN(C2=NC(=O)/C(=C\c3cccs3)S2)CC1 returned KOR beta-arrestin-1 0.5%, human PMI inhibition -37%, KOR beta-arrestin-2 -27%, NOD2 inhibition -14%, NOD1 NF-kB reporter -12%, human PMI inhibitors -13%, XIAP antagonists -3.9%, LYP phosphatase 6% and TNAP activation fold 1.
For CCN(CC)S(=O)(=O)c1ccc(NC(=O)COC(=O)c2cc(S(=O)(=O)Nc3ccc(OC)cc3)ccc2O)cc1 the results were KOR beta-arrestin-1 -3.9%, human PMI inhibition -33%, KOR beta-arrestin-2 36%, NOD2 inhibition -9%, NOD1 NF-kB reporter -2%, human PMI inhibitors -12%, XIAP antagonists -12%, LYP phosphatase 6% and TNAP activation fold 1.1.
`Cc1ccc(S(=O)(=O)N2CCOCC2)cc1C(=O)O` gave KOR beta-arrestin-1 9.8%, human PMI inhibition -10%, KOR beta-arrestin-2 29%, NOD2 inhibition 13%, NOD1 NF-kB reporter 17%, human PMI inhibitors -2%, XIAP antagonists -2.2%, LYP phosphatase -6% and TNAP activation fold 1.1.
For O=C(COc1ccc([N+](=O)[O-])cc1Cl)NCC1CCCO1 (configuration not stated) the results were KOR beta-arrestin-1 -7.1%, human PMI inhibition -8%, KOR beta-arrestin-2 0%, NOD2 inhibition -8%, NOD1 NF-kB reporter -37%, human PMI inhibitors -10%, XIAP antagonists -3.5%, LYP phosphatase -1% and TNAP activation fold 1.1.
For O=C(NCCN1CCOCC1)Nc1ccc(Cl)cc1Cl the results were KOR beta-arrestin-1 -0.2%, human PMI inhibition 3%, KOR beta-arrestin-2 0%, NOD2 inhibition 0%, NOD1 NF-kB reporter -10%, human PMI inhibitors 2%, XIAP antagonists -5.7%, LYP phosphatase -3% and TNAP activation fold 1.
`CN1CCC(N(C)C(=S)Nc2ccc(F)cc2)CC1` gave KOR beta-arrestin-1 5.5%, human PMI inhibition -8%, KOR beta-arrestin-2 2%, NOD2 inhibition -16%, NOD1 NF-kB reporter -35%, human PMI inhibitors 3%, XIAP antagonists -8.4%, LYP phosphatase 2% and TNAP activation fold 1.
Cc1ccc(NC(=O)C2C3/C=C\CCCCC32)cc1C (configuration not stated) was read as KOR beta-arrestin-1 7.8%, human PMI inhibition 4%, KOR beta-arrestin-2 -44%, NOD2 inhibition -31%, NOD1 NF-kB reporter 7%, human PMI inhibitors 0%, XIAP antagonists -21%, LYP phosphatase -1% and TNAP activation fold 1.1.
`O=C(N/C(=C\c1cccc([N+](=O)[O-])c1)C(=O)N(CCO)CCO)c1ccco1` gave KOR beta-arrestin-1 -5.0%, human PMI inhibition -5%, KOR beta-arrestin-2 -28%[20 µM], NOD2 inhibition 22%, NOD1 NF-kB reporter -14%, human PMI inhibitors -12%, XIAP antagonists -2.4%, LYP phosphatase -1% and TNAP activation fold 1.1.

Next part; it opens with the 2 that closed the last part.
Cc1ccc(NC(=O)C2C3/C=C\CCCCC32)cc1C (configuration not stated) was read as KOR beta-arrestin-1 7.8%, human PMI inhibition 4%, KOR beta-arrestin-2 -44%, NOD2 inhibition -31%, NOD1 NF-kB reporter 7%, human PMI inhibitors 0%, XIAP antagonists -21%, LYP phosphatase -1% and TNAP activation fold 1.1.
`O=C(N/C(=C\c1cccc([N+](=O)[O-])c1)C(=O)N(CCO)CCO)c1ccco1` gave KOR beta-arrestin-1 -5.0%, human PMI inhibition -5%, KOR beta-arrestin-2 -28%[20 µM], NOD2 inhibition 22%, NOD1 NF-kB reporter -14%, human PMI inhibitors -12%, XIAP antagonists -2.4%, LYP phosphatase -1% and TNAP activation fold 1.1.
Screening Cc1csc(NC(=O)c2ccccc2O)n1 returned KOR beta-arrestin-1 5.6%, human PMI inhibition -7%, KOR beta-arrestin-2 -33%, NOD2 inhibition -44%, NOD1 NF-kB reporter -35%, human PMI inhibitors -6%, XIAP antagonists -5.7%, LYP phosphatase -4% and TNAP activation fold 1.
C[C@@H]1C=C(C(=O)N2CCN(Cc3ccccc3)CC2)O[C@H](OCc2ccc(CO)cc2)C1 was read as KOR beta-arrestin-1 -0.1%, human PMI inhibition -1%, KOR beta-arrestin-2 1%, NOD2 inhibition -24%, NOD1 NF-kB reporter 0%, human PMI inhibitors 0%, XIAP antagonists -6.3%, LYP phosphatase -6% and TNAP activation fold 1.
For Cn1c(=O)n(CC#N)c2ccccc21 the results were KOR beta-arrestin-1 4.9%, human PMI inhibition 10%, KOR beta-arrestin-2 0%, NOD2 inhibition -1%, NOD1 NF-kB reporter -3%, human PMI inhibitors 7%, XIAP antagonists -1.7%, LYP phosphatase 2% and TNAP activation fold 1.1.
OC(COc1ccc(Cl)cc1)CSc1ccccn1 (configuration not stated) was read as KOR beta-arrestin-1 -4.9%, KOR beta-arrestin-2 1%, NOD2 inhibition -28%, NOD1 NF-kB reporter -45% and LYP phosphatase 0%.
For Cc1cc(Cl)c2oc(C(=O)NCC(C)(C)N3CCOCC3)c(C)c2c1 the results were KOR beta-arrestin-1 2.4%, KOR beta-arrestin-2 -48%, NOD2 inhibition -49%, NOD1 NF-kB reporter -11% and LYP phosphatase -5%.
Cc1cc(C(=O)Nc2nc(C)c(C(=O)N(C)C)s2)ccc1[N+](=O)[O-] was read as KOR beta-arrestin-1 -0.3%, human PMI inhibition -3%, KOR beta-arrestin-2 3%, NOD2 inhibition -47%, NOD1 NF-kB reporter -49%, human PMI inhibitors -2%, XIAP antagonists -1.5%, LYP phosphatase -5% and TNAP activation fold 1.1.
Screening O=C(CSc1nnc(-c2cccs2)n1Cc1ccccc1)N1CCc2ccccc2C1 returned KOR beta-arrestin-1 4.3%, human PMI inhibition -3%, KOR beta-arrestin-2 -15%, NOD2 inhibition -4%, NOD1 NF-kB reporter 4%, human PMI inhibitors -1%, XIAP antagonists -5.3%, LYP phosphatase 4% and TNAP activation fold 1.
`Cc1ccc(Cl)cc1NC(=S)N(Cc1ccco1)C(C)c1cccs1` (configuration not stated) gave KOR beta-arrestin-1 11%, human PMI inhibition -7%, KOR beta-arrestin-2 -16%, NOD2 inhibition -4%, NOD1 NF-kB reporter 29%, human PMI inhibitors -10%, XIAP antagonists -7.9%, LYP phosphatase -5% and TNAP activation fold 1.1.
For CC(C)c1ccc(NC(=O)C2CC(=O)N(C3CCCC3)C2)cc1 (configuration not stated) the results were KOR beta-arrestin-1 -3.6%, KOR beta-arrestin-2 -6%, NOD2 inhibition -17%, NOD1 NF-kB reporter -12% and LYP phosphatase -8%.
For Cc1ccc2ncnc(Nc3cccc(C(=O)O)c3)c2c1 the results were KOR beta-arrestin-1 -0.1%, human PMI inhibition -18%, KOR beta-arrestin-2 -2%, NOD2 inhibition -8%, NOD1 NF-kB reporter -43%, human PMI inhibitors -6%, XIAP antagonists -7.0%, LYP phosphatase 5% and TNAP activation fold 1.1.
CN(C)S(=O)(=O)c1ccc(N2CCCC2)c(C(=O)Nc2nc(-c3ccc(F)cc3)cs2)c1 was read as KOR beta-arrestin-1 -1.5%, human PMI inhibition 20%, KOR beta-arrestin-2 -3%, NOD2 inhibition -23%, NOD1 NF-kB reporter -36%, human PMI inhibitors 5%, XIAP antagonists -9.2%, LYP phosphatase 9% and TNAP activation fold 1.1.
Screening N#Cc1c(F)cccc1N1CCC(C#N)CC1 returned KOR beta-arrestin-1 -0.3%, KOR beta-arrestin-2 34%, NOD2 inhibition 12%, NOD1 NF-kB reporter -6% and LYP phosphatase -3%.
Screening CC12CN3CC(C)(CN(C1)C3c1ccccc1F)C2 (configuration not stated) returned KOR beta-arrestin-1 -1.1%, KOR beta-arrestin-2 -4%, NOD2 inhibition 21%, NOD1 NF-kB reporter 2% and LYP phosphatase -2%.
Cc1ccc(NC(=O)CSc2nnc(Cc3ccccc3)o2)c(C)c1 was read as KOR beta-arrestin-1 -1.8%, human PMI inhibition 9%, KOR beta-arrestin-2 -14%, NOD2 inhibition 13%, NOD1 NF-kB reporter -46%, human PMI inhibitors 7%, XIAP antagonists -2.6%, LYP phosphatase -3% and TNAP activation fold 1.4.
`COc1ccccc1-c1nc(S(=O)(=O)c2ccccc2)c(N2CCOCC2)o1` gave KOR beta-arrestin-1 -1.1%, KOR beta-arrestin-2 28%, NOD2 inhibition 10%, NOD1 NF-kB reporter -10% and LYP phosphatase -9%.
`Cc1c(Cl)cccc1NC(=O)Nc1cc(C(C)(C)C)nn1C` gave KOR beta-arrestin-1 1.5%, KOR beta-arrestin-2 15%, NOD2 inhibition -17%, NOD1 NF-kB reporter -11% and LYP phosphatase 0%.
For O=C(CCCn1c(=O)[nH]c2ccsc2c1=O)NC1CCCCC1 the results were KOR beta-arrestin-1 4.5%, KOR beta-arrestin-2 -27%, NOD2 inhibition 5%, NOD1 NF-kB reporter -17% and LYP phosphatase -8%.
`O=C(CSc1nc2ccccc2c(=O)n1NC(=O)Cc1ccccc1)NCCc1ccccc1` gave KOR beta-arrestin-1 7.4%, human PMI inhibition -4%, KOR beta-arrestin-2 -16%, NOD2 inhibition 15%, NOD1 NF-kB reporter 4%, human PMI inhibitors -5%, XIAP antagonists -5.4%, LYP phosphatase -3% and TNAP activation fold 1.1.
`O=C(O)c1ccc(COc2ccc3ccccc3c2)o1` gave KOR beta-arrestin-1 0.5%, KOR beta-arrestin-2 -8%, NOD2 inhibition -84%, NOD1 NF-kB reporter -9% and LYP phosphatase 0%.
COc1ccc(N/C=C/C(=O)C(F)(F)F)cc1 was read as KOR beta-arrestin-1 6.3%, human PMI inhibition 2%, KOR beta-arrestin-2 13%, NOD2 inhibition 18%, NOD1 NF-kB reporter -27%, human PMI inhibitors 15%, XIAP antagonists -3.0%, LYP phosphatase -1% and TNAP activation fold 1.1.
`COc1ccc(NC(=O)c2nn(C)c3c2CS(=O)(=O)c2ccccc2-3)cc1` gave KOR beta-arrestin-1 -1.0%, KOR beta-arrestin-2 -11%, NOD2 inhibition 24%, NOD1 NF-kB reporter -1% and LYP phosphatase -8%.
Cc1cccc(-n2c(-c3cccc([N+](=O)[O-])c3)nc3nc4ccccc4nc32)c1 was read as KOR beta-arrestin-1 11%, human PMI inhibition -5%, KOR beta-arrestin-2 -3%, NOD2 inhibition -4%, NOD1 NF-kB reporter 26%, human PMI inhibitors -6%, XIAP antagonists -10%, LYP phosphatase -1% and TNAP activation fold 1.
Screening COc1ccc(CC(=O)N2CCC(CCC(=O)Nc3ccccc3)CC2)cc1 returned KOR beta-arrestin-1 16%, KOR beta-arrestin-2 9%, NOD2 inhibition -3%, NOD1 NF-kB reporter -2% and LYP phosphatase -9%.
For CN(C)c1ccc(NC(=O)CN2CCC(C(=O)c3ccc(F)cc3)CC2)cc1 the results were KOR beta-arrestin-1 1.0%, human PMI inhibition -5%, KOR beta-arrestin-2 -12%, NOD2 inhibition -38%, NOD1 NF-kB reporter 6%, human PMI inhibitors 3%, XIAP antagonists -4.0%, LYP phosphatase -5% and TNAP activation fold 1.
`CC(=O)C1=C(c2ccccc2)NC(=O)NC1c1ccccc1` (configuration not stated) gave KOR beta-arrestin-1 4.3%, KOR beta-arrestin-2 -72%[20 µM], NOD2 inhibition 0%, NOD1 NF-kB reporter -12% and LYP phosphatase -9%.
